hcGAS lum: human cGAS inhibition; AID 1259398; inhibition, % at 12.5 µM; hit rate 0.081% among 290,000; recombinant h-cGAS, ATP depletion, Kinase-Glo luminescence;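 note: 0% = vehicle reaction and 100% = reaction without DNA for no activity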
Target sequence (Q8N884 whole entry, looked up): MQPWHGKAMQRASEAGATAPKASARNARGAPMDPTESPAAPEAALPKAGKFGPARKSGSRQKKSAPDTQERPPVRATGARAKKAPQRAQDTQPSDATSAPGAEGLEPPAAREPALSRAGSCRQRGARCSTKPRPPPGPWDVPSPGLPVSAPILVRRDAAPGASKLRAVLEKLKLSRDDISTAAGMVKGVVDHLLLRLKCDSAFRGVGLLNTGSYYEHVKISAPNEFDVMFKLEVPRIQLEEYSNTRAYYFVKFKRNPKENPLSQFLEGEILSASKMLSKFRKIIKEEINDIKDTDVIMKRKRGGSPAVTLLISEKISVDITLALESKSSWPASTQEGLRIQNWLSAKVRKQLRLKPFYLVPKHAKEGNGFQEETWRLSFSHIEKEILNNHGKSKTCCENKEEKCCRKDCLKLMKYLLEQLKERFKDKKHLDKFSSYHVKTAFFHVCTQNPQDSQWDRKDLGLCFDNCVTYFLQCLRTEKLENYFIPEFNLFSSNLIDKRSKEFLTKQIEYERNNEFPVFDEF
NPYLR7 agonist: mosquito NPYLR7 agonism; HEK293T NPYLR7/Galpha15, GCaMP6s calcium fluorescence; activation, % at 10 µM; hit rate 0.15% among 270,000; in the data active = activation above about 40%;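 note: 0% = vehicle and 100% = reference agonist at the receptor; some compounds past the cut are filed as inactive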
mcGAS inh: inhibitors of mouse cGAS. inhibition, % at 12.5 µM. recombinant cGAS, Kinase-Glo ATP depletion luminescence. hit rate 0.15% among 160,000;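 note: 0% = negative control wells and 100% = reference inhibitor with no enzyme activity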
The depositor's hits bear a star; & = joins results of further samples. Cut-off read from the data, not from the text of the source, unless noted: active = inhibition above about 40%; inactive = the rest.

Screening COc1ccc(/C=C/c2cc(C(=O)O)ncn2)cc1Br returned hcGAS lum -5&0 and NPYLR7 agonist -22&0.
`CCc1nc(C)c(C(=O)N(C)CC2CCN(c3ccccc3)C2)o1` (stereo not given) gave hcGAS lum -6 and NPYLR7 agonist 4.
Screening N#CCCn1cc(CO)c(-c2ccc(Br)cc2)n1 returned hcGAS lum -10, NPYLR7 agonist -3 and mcGAS inh -9.
c1ccc2c(CSc3nnnn3C3CC3)cccc2c1 was read as hcGAS lum -9, NPYLR7 agonist 1 and mcGAS inh -5.
`Cc1cc(C)c(Cn2ccnc2CN(CCN2CCOCC2)C(=O)c2cccc(F)c2)c(C)c1` gave hcGAS lum -9, NPYLR7 agonist 6 and mcGAS inh -7.
Screening COc1ccc(C2CCCN2C(=O)COc2ccccc2C)c(OC)c1 (stereo not given) returned hcGAS lum -6 and NPYLR7 agonist 5.
`CC(C)NC(=O)C1(C)CCCN1C(=O)c1ccc2c(c1)C(C)(C)CCC2(C)C` (stereo not given) gave hcGAS lum -8, NPYLR7 agonist 1 and mcGAS inh -6.
Screening O=C(Cc1coc2ccc3ccccc3c12)NC1CC1 returned hcGAS lum -3, NPYLR7 agonist -5 and mcGAS inh -3.
`O=C1OCCC1Sc1nnc(Cc2cccc(F)c2)o1` (stereo not given) gave hcGAS lum 1, NPYLR7 agonist 10 and mcGAS inh -1.
Screening COc1cc(CN2CCCn3cccc3C2c2cccc(C(F)(F)F)c2)ccc1O (stereo not given) returned hcGAS lum -5, NPYLR7 agonist 19 and mcGAS inh -4.
`O=C(CCC1CCN(C(=O)c2ccccc2F)CC1)NCc1cccc(C(F)(F)F)c1` gave hcGAS lum -8, NPYLR7 agonist 0 and mcGAS inh -11.
`CCN(CC)c1cc(Cl)nc(SCc2ccc(C(=O)N3CCN(c4ccc(OC)cc4)CC3)cc2)n1` gave hcGAS lum -14, NPYLR7 agonist -1 and mcGAS inh -6.
For CCCNC(=O)c1cn(C)cc2c(=O)n(-c3ccccc3)nc1-2 the results were hcGAS lum -6, NPYLR7 agonist 1 and mcGAS inh -9.
`Cc1ccccc1C1c2ccsc2CCN1C(C)C(=O)N1CCN(C(=O)c2ccc(Cl)cc2Cl)CC1` (stereo not given) gave hcGAS lum -5, NPYLR7 agonist 10 and mcGAS inh -7.
`CCOC(=O)CCc1c(C)nc2ncnn2c1N1CCN(C(=O)c2c(Cl)cccc2Cl)CC1` gave hcGAS lum 5, NPYLR7 agonist 14 and mcGAS inh -3.
CC1ON=C(c2ccccn2)N(CCc2c[nH]c3ccccc23)C1=O (stereo not given) was read as hcGAS lum -4 and NPYLR7 agonist 7.
O=C(O)C1Cc2[nH]cnc2C(c2ccc(F)cc2)N1C(=S)Nc1ccccc1 (stereo not given) was read as hcGAS lum -5, NPYLR7 agonist 7 and mcGAS inh -6.
COC(=O)C1=C(C)Nc2nc(SCC(C)C)[nH]c(=O)c2C1c1ccc(F)cc1 (stereo not given) was read as hcGAS lum -5 and NPYLR7 agonist 0.
Screening Cc1ccnc(C(NC(=O)c2cccc3ccnn23)C2CC2)c1 (stereo not given) returned hcGAS lum 0, NPYLR7 agonist 1 and mcGAS inh 0.
`Nc1c(Cl)cc(NC(=O)C(c2ccccc2)n2cccn2)cc1Cl` (stereo not given) gave hcGAS lum 5 and NPYLR7 agonist 1.
COc1ccc(C(CC(=O)NCCN2CCCC2)c2c[nH]c3ccccc23)c(OC)c1 (stereo not given) was read as hcGAS lum -4, NPYLR7 agonist 5 and mcGAS inh -8.
O=c1cc(CNC(c2ccccc2)c2ccccc2)nc2ccccn12 was read as hcGAS lum -9 and NPYLR7 agonist 0.
Screening CCOC(=O)C1(C)CCN1C(=O)c1cc(C)n(C(C)(C)C)n1 (stereo not given) returned hcGAS lum 2 and NPYLR7 agonist -4.
For CNC(=O)Cn1ccc2ccc(NC(=O)c3cccc(F)c3F)cc21 the results were hcGAS lum -6 and NPYLR7 agonist -8.
O=C(NCc1ccc(F)cc1)c1cc(-c2ccccc2Cl)nn1-c1ccc(Cl)cc1 was read as hcGAS lum -8, NPYLR7 agonist 15 and mcGAS inh -6.
Screening O=c1c2cc(F)ccc2oc2ccc(F)cc12 returned hcGAS lum -15 and NPYLR7 agonist 3.
For CC1CN(C(=O)OC(C)(C)C)CCN1C(=O)c1ccc(=O)[nH]c1 (stereo not given) the results were hcGAS lum -14 and NPYLR7 agonist 4.
`Cc1noc(-c2ccncc2)c1C(=O)NCC1CCCO1` (stereo not given) gave hcGAS lum -5, NPYLR7 agonist 15 and mcGAS inh -6.
`CN(C)C1CCCCC1=O` (stereo not given) gave hcGAS lum -7 and NPYLR7 agonist 0.
For CCCN(CC1CC1)c1oc(-c2ccc(F)cc2)nc1C#N the results were hcGAS lum -9 and NPYLR7 agonist -1.
`CC1(C)O[C@@H]2C[C@@](OCc3cccc(Cl)c3)(C(=O)NCC3CCCO3)CC(OCc3cccc(OC(F)(F)F)c3)[C@@H]2O1` (stereo not given in full) gave hcGAS lum 2, NPYLR7 agonist 5 and mcGAS inh -5.
O=C(O)c1ccc2c(c1Nc1ccccc1)C(=O)c1ccccc1C2=O was read as hcGAS lum -8, NPYLR7 agonist 22 and mcGAS inh -7.
`C=CCNC(=O)c1cn(CCC)cc2c(=O)n(-c3ccccc3)nc1-2` gave hcGAS lum -1, NPYLR7 agonist -3 and mcGAS inh -3.
Screening CCOc1ccc2nc(N3CCC(C(=O)NCCCN4CCCC4=O)CC3)nc(C)c2c1 returned hcGAS lum -6 and NPYLR7 agonist 5.
CC(=O)Nc1nc(C(=O)N(Cc2ccc(Cl)c(Cl)c2)CC(C)(C)N(C)C)cs1 was read as hcGAS lum -4 and NPYLR7 agonist -1.
COc1ccccc1-c1cc(C(=O)N2CCN(C(C)=O)CC2)n2nc(-c3ccccc3)cc2n1 was read as hcGAS lum -9, NPYLR7 agonist 8 and mcGAS inh -8.
For CCC(NC(=O)Cn1nnc2ccccc2c1=O)c1ccccn1 (stereo not given) the results were hcGAS lum -7, NPYLR7 agonist -3 and mcGAS inh -17.
`COC(=O)[C@H](NC(=O)c1ccccc1N1CCOCC1)c1ccc(O)cc1` gave hcGAS lum -1 and NPYLR7 agonist 5.
`COc1cccc(NC(=O)C2CC(=O)N(N(C)c3ccccc3)C2)c1` (stereo not given) gave hcGAS lum -2, NPYLR7 agonist -5 and mcGAS inh -5.
`CC(C)(C)c1cc(NC(=O)CCCOc2ccccc2)n(-c2ccccc2Cl)n1` gave hcGAS lum -3, NPYLR7 agonist 20 and mcGAS inh -7.
CC1(C)CC(=O)C=C(C(=O)N2CC[C@@H](c3ccc(F)cc3)[C@H](O)C2)O1 was read as hcGAS lum -3 and NPYLR7 agonist -3.
For CC(C)(CN1CCN(CCOc2ccccc2)CC1)N1CCCCC1 the results were hcGAS lum -11 and mcGAS inh -4.
`Cc1ccccc1C(=O)N1C(C(=O)N2CCCC2)COC12CCN(C(=O)C1CC1)CC2` (stereo not given) gave hcGAS lum -3, NPYLR7 agonist 5 and mcGAS inh -4.
Cc1nc(C(C)(C)NC(=O)Nc2ccc(F)cc2F)no1 was read as hcGAS lum -6, NPYLR7 agonist 12 and mcGAS inh -16.
For CO[C@H]1CN(C(=O)C(C)(C)c2ccccc2)CC[C@H]1N the results were hcGAS lum -1 and NPYLR7 agonist 6.

Part of the list above in order of heavy-atom count, falling.
`CC1(C)O[C@@H]2C[C@@](OCc3cccc(Cl)c3)(C(=O)NCC3CCCO3)CC(OCc3cccc(OC(F)(F)F)c3)[C@@H]2O1` (stereo not given in full) gave hcGAS lum 2, NPYLR7 agonist 5 and mcGAS inh -5.
COc1ccccc1-c1cc(C(=O)N2CCN(C(C)=O)CC2)n2nc(-c3ccccc3)cc2n1 was read as hcGAS lum -9, NPYLR7 agonist 8 and mcGAS inh -8.
Screening CCOc1ccc2nc(N3CCC(C(=O)NCCCN4CCCC4=O)CC3)nc(C)c2c1 returned hcGAS lum -6 and NPYLR7 agonist 5.
`Cc1ccccc1C(=O)N1C(C(=O)N2CCCC2)COC12CCN(C(=O)C1CC1)CC2` (stereo not given) gave hcGAS lum -3, NPYLR7 agonist 5 and mcGAS inh -4.
`CC(C)(C)c1cc(NC(=O)CCCOc2ccccc2)n(-c2ccccc2Cl)n1` gave hcGAS lum -3, NPYLR7 agonist 20 and mcGAS inh -7.
CC(=O)Nc1nc(C(=O)N(Cc2ccc(Cl)c(Cl)c2)CC(C)(C)N(C)C)cs1 was read as hcGAS lum -4 and NPYLR7 agonist -1.
`COC(=O)[C@H](NC(=O)c1ccccc1N1CCOCC1)c1ccc(O)cc1` gave hcGAS lum -1 and NPYLR7 agonist 5.
O=C(O)c1ccc2c(c1Nc1ccccc1)C(=O)c1ccccc1C2=O was read as hcGAS lum -8, NPYLR7 agonist 22 and mcGAS inh -7.
`C=CCNC(=O)c1cn(CCC)cc2c(=O)n(-c3ccccc3)nc1-2` gave hcGAS lum -1, NPYLR7 agonist -3 and mcGAS inh -3.
For CCC(NC(=O)Cn1nnc2ccccc2c1=O)c1ccccn1 (stereo not given) the results were hcGAS lum -7, NPYLR7 agonist -3 and mcGAS inh -17.
For CCCN(CC1CC1)c1oc(-c2ccc(F)cc2)nc1C#N the results were hcGAS lum -9 and NPYLR7 agonist -1.
Cc1nc(C(C)(C)NC(=O)Nc2ccc(F)cc2F)no1 was read as hcGAS lum -6, NPYLR7 agonist 12 and mcGAS inh -16.
For CO[C@H]1CN(C(=O)C(C)(C)c2ccccc2)CC[C@H]1N the results were hcGAS lum -1 and NPYLR7 agonist 6.
`CN(C)C1CCCCC1=O` (stereo not given) gave hcGAS lum -7 and NPYLR7 agonist 0.

Other records follow:
`N#CSc1ccc(C(=O)O)cn1` gave hcGAS lum -4 and NPYLR7 agonist 1.
CCCC(C)N(C)C(=O)c1csc(NC(C)=O)n1 (stereo not given) was read as hcGAS lum -5 and NPYLR7 agonist 9.
`CC(C)CCN1CCNC(=O)C1CC(=O)NCC1(c2ccccc2)CCOCC1` (stereo not given) gave hcGAS lum 5, NPYLR7 agonist -2 and mcGAS inh -4.
Screening Cn1cc(NC(=O)CN2CCC=C(CNC(=O)N3CCCC3)C2)cn1 returned hcGAS lum 0, NPYLR7 agonist 1 and mcGAS inh -9.
`Cc1cc(C2CCC2)nc(N(C)CC2(CO)CCOCC2)n1` gave hcGAS lum -2, NPYLR7 agonist 3 and mcGAS inh -7.
Screening NC(=O)CCSc1ccccc1NC(=O)c1cccc2c1OCO2 returned hcGAS lum 0, NPYLR7 agonist 7 and mcGAS inh -16.
`CN(C)C(CNC(=O)C(=O)Nc1ccc(OC(F)(F)F)cc1)c1ccccc1Cl` (stereo not given) gave hcGAS lum -11 and NPYLR7 agonist -2.
For O=C(CN1C(=O)CS/C1=C/S(=O)(=O)c1ccc(Cl)cc1)c1ccccc1 the results were hcGAS lum -2 and NPYLR7 agonist 4.
`Cc1ccc(Cc2nc(N3CCN(Cc4ccc(F)cc4)CC3)c3c(C)nn(-c4ccc(F)cc4)c3n2)cc1` gave hcGAS lum -2, NPYLR7 agonist -3 and mcGAS inh -3.
For Cc1ccc(OCc2nc(C)c(C(=O)NC3CC3)s2)cc1 the results were hcGAS lum -7, NPYLR7 agonist -2 and mcGAS inh -6.
Screening O=C(c1ccco1)N(Cc1ccccc1Cl)CC1CC(c2ccc(Cl)cc2)=NO1 (stereo not given) returned hcGAS lum -8, NPYLR7 agonist 19 and mcGAS inh -8.
Screening CC(C)n1cc(C(=O)N2CC[C@@](O)(C3CCOCC3)[C@H](C)C2)cn1 returned hcGAS lum 7 and mcGAS inh -1.
For O=C(Nc1cccc(F)c1)N1CCSC12C(=O)N(Cc1ccccc1Cl)c1ccccc12 (stereo not given) the results were hcGAS lum -4, NPYLR7 agonist 16 and mcGAS inh -4.
For CC(C)c1ccc(/C=C/C(=O)N2CCN(c3ccc(F)cc3)CC2)cc1 the results were hcGAS lum -7, NPYLR7 agonist -4 and mcGAS inh -5.
Screening CCOC(=O)c1sc2nc(C=Cc3ccc(C)s3)[nH]c(=O)c2c1C returned hcGAS lum 1 and NPYLR7 agonist -1.
For Cc1cccc(OCC(O)CN2C(=O)NC3(CC(C)CC(C)(C)C3)C2=O)c1 (stereo not given) the results were hcGAS lum -2 and NPYLR7 agonist -3.
CC1(C(=O)Nc2ccc3c(c2)OCO3)CCN1C(=O)c1cccc(F)c1 (stereo not given) was read as hcGAS lum -8 and NPYLR7 agonist 2.
Screening CCOc1ccccc1N1CCN(C(=O)c2cc(-c3ccccc3Cl)nc3cc(C(C)(C)C)nn23)CC1 returned hcGAS lum -9&0, NPYLR7 agonist -6&19 and mcGAS inh -8&1.
Screening Cc1cc(S(N)(=O)=O)sc1C(=O)N(C)CC(=O)NC(C)(C)C returned hcGAS lum -13 and NPYLR7 agonist 0.
Screening CC(=O)c1ccc(S(=O)(=O)NCCC(=O)Nc2ccc(NC(=O)C3CC3)cc2)cc1 returned hcGAS lum 2 and NPYLR7 agonist -17.
For CC(C)(C)c1ccc(C(=O)NNC(=O)c2sccc2S(=O)(=O)N2CCOCC2)cc1 the results were hcGAS lum -2, NPYLR7 agonist 2 and mcGAS inh -6.
`CCN1C(=O)C2(NCCc3c2c(C)n(-c2ccccc2)c3C)c2ccccc21` (stereo not given) gave hcGAS lum -10 and NPYLR7 agonist 8.
For CCOC(=O)c1nnn(-c2nonc2N)c1CN(CC)CC the results were hcGAS lum -7, NPYLR7 agonist 11 and mcGAS inh -2.
Cn1ccc(NC(=O)c2ccccc2S(C)(=O)=O)n1 was read as hcGAS lum -8 and NPYLR7 agonist 4.
O=C(Cc1cc(-c2cc3ccccc3o2)on1)N1CCCc2ccccc21 was read as hcGAS lum -4, NPYLR7 agonist 10 and mcGAS inh -9.
CC1CCCN(c2cc(C(=O)NCc3ccc(Cl)cc3)c3ccccc3n2)C1 (stereo not given) was read as hcGAS lum -5, NPYLR7 agonist 9 and mcGAS inh -2.

Compound activity as filed in PubChem BioAssay.
